Compound activity (PubChem)
A549 viability: counter-screen for Nrf2 inhibitors: cytotoxicity in A549 cells | AID 504648 | Potency, µM (titrated, usually from 46 µM), without a hit: top-dose activity change, negative = cytotoxicity, most hits filed as inhibitors | A549 ARE-Fluc cells, CellTiter-Fluor viability, 18-24 h | actives 0.16% (n = 390,000); further: potency means the concentration at half of the fitted maximal effect; on the % scale 0 is the no-effect control and ±100 the full control effect
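A549 ARE-Fluc cells in 5% FBS OPTI-MEM, 5000 cells/well, rested 2 h then exposed to compounds in concentration-response for 18-24 h at 37 °C. Viability by CellTiter-Fluor fluorescence (Ex 405/Em 525) after 30 min; luciferase luminescence (BugLite, 15 min, RT) read afterwards.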
HepG2 tox: HepG2 cytotoxicity, counter-screen for TGF-b inhibitors; HepG2 CAGA-GFP viability, ATP luminescence, 18 h; Potency, µM (titrated, usually from 46.1 µM), without a hit: top-dose activity change, negative = cytotoxicity, usual class: cytotoxic; actives 0.76% (n = 410,000); further: potency means the concentration at half of the fitted maximal effect; some results filed as inactive show a strong effect at the top dose
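CellTiter-Glo luminescence gave cytotoxicity after 18 hours at 37 degrees C. The cells were HepG2 CAGA-GFP in 1% FBS DMEM, stimulated with 500 pg/mL TGF-beta after compound addition. %Activity was normalised to no-cell wells (complete cell-killing) and DMSO (no toxicity), and curves were fitted and classified.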
pAkt inh: blocks phosphorylation of Akt; Neuro2A IGF-stimulated pAkt S473 HTRF, 20 min; hits give low values; activity change, % for hits at 50 µM; actives 0.32% (n = 360,000); AID 651550; in the data active means activity change below about -80%; inconclusive means mostly about -51% to -80%; further: on the % scale 0 is the no-effect control and ±100 the full control effect
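Neuro2A cells (4,500/well, DMEM with 0.5% FBS) were treated with compound at a single 50 µM final concentration, stimulated with 6 nM IGF for 20 min at 37 °C, and lysed. Phospho-Akt Ser473 was read by HTRF as 665/615 ratio ×10^4.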
Nrf2 ARE act: activators of Nrf2 (ARE) signaling | actives 0.31% (n = 410,000) | Potency, µM (series often up to 46.1 µM), without a hit: top-dose activation, most hits filed as activators | AREc32 ARE-luciferase reporter (MCF7-derived line), luminescence, 24 h; further: potency means the concentration at half of the fitted maximal effect; % of control where 0% means no effect; nearly all actives have a fitted effect of over 65% in size
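ARE-driven firefly luciferase activity in AREc32 cells measured after a 24 hr compound exposure at 37 deg C, using Steady-Glo reagent and a 30 min room-temperature hold.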
Nrf2 block: blocks Nrf2 signaling. A549 ARE-Fluc reporter, luciferase luminescence, 18-24 h. Potency, µM (titrated, usually from 46 µM), for inactives: top-dose activity change, negative = inhibition, usual class: inhibitors. actives 2.1% (n = 360,000); further: potency means the concentration at half of the fitted maximal effect; on the % scale 0 is the no-effect control and ±100 the full control effect; nearly all actives have a fitted effect of over 60% in size
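Reporter: ARE-Fluc in A549. Exposure: 18-24 h, 37 °C, 5% CO2, 5% FBS OPTI-MEM. Readouts: fluorescent cytotoxicity (CellTiter-Fluor), then luminescent Nrf2 signal after BugLite.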
Abeta rescue: restores growth of yeast expressing A-beta42 peptide; AID 1347071; actives 0.063% (n = 410,000); Potency, µM (highest dose often 46.1 µM), without a hit: at the top dose growth rescue, hits mostly activators; yeast expressing A-beta42, growth rescue, OD600, 48 h; response scale: 0% DMSO, 100% iron-clioquinol control; further: potency means the concentration at half of the fitted maximal effect; nearly all actives have a fitted effect of over 55% in size
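Growth rescue measured by 600 nm absorbance after 48 h yeast culture at 30 C with compound. Values normalized between DMSO and an equimolar ferric chloride plus clioquinol control.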
MmCpn inh: inhibitors of Methanococcus maripaludis chaperonin (MmCpn); purified Mm-Cpn ATPase, ADP Transcreener TR-FRET; Potency, µM (top dose mostly 76.9 µM), inactives show top-dose activity, negative = inhibition, actives largely listed as inhibitors; actives 0.031% (n = 330,000); further: potency means the concentration at half of the fitted maximal effect; on the % scale 0 is the no-effect control and ±100 the full control effect; nearly all actives have a fitted effect of over 80% in size
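TR-FRET (320 nm excitation; 590 and 665 nm emission) reports ADP made from 10 uM ATP by 25 nM enzyme; compounds were preincubated 10 min, reaction run 30 min, both at 37°C.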
TGFb SMAD3 inh: inhibitors of TGF-b signaling; HepG2 CAGA-GFP TGF-b/SMAD3 reporter, GFP fluorescence, 18 h; TGF-beta stimulated, 500 pg/mL final; Potency, µM (doses to about 46.1 µM), for the others: at the highest dose activity, negative = inhibition, most hits filed as inhibitors; actives 1.2% (n = 410,000); AID 588855; further: potency means the concentration at half of the fitted maximal effect; on the % scale 0 is the no-effect control and ±100 the full control effect; nearly all actives have a fitted effect of over 65% in size
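Inhibition of TGF-beta-driven CAGA-GFP reporter expression in HEPG2 cells is measured by cellular GFP fluorescence after 18 h stimulation with 500 pg/mL recombinant TGF-beta in 1% FBS medium at 37 degrees C.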
CCT chaperon mod: cytosolic chaperonin activity modulation | purified chaperonin ATPase assay, HTRF ADP detection, 30 min | activity change, % (concentration not given with the values), hits read low | actives 0.3% (n = 360,000) | AID 651819; in the data active means activity change below about -30%; further: on the % scale 0 is the no-effect control and ±100 the full control effect
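TRiC (40 or 20 nM final, by batch activity) in 30 mM Tris pH 7.4, 100 mM KCl, 5 mM MgCl2, 1 mM DTT was treated with compound at 76 uM single dose, then 10 uM ATP, 30 min at 37 °C. ADP was read by HTRF Transcreener.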
An asterisk follows results filed as active; i = inactive; ? = inconclusive; nt = no result given; & = joins results of further samples; [ ] = dose if it differs, or a comment. Unless noted, the call rests on the fitted dose curve; in most records, active means well fitted curve in the direction sought with a large enough effect; inconclusive means small, poorly fitted or top-dose-only effect, or another doubt; inactive means no such curve, though single readings can be large; an effect the other way counts as inactive or inconclusive. This is a random part of the collection. About 4.3% of those tested had a hit in this group.

SMILES	A549 viability	HepG2 tox	pAkt inh	Nrf2 ARE act	Nrf2 block	Abeta rescue	MmCpn inh	TGFb SMAD3 inh	CCT chaperon mod
COc1cc(-c2nc(-c3ccccc3)c(-c3ccc(F)cc3)[nH]2)cc2c1OCO2	1%	-29%	i	0.0%	-9%	11%	-2%	?	1.1
COc1cc(OC)cc(C(=O)Nc2nnc(SCC(=O)NCc3ccco3)s2)c1	-4%	-1%	i	10.0%	-1%	3%	-11%	0%	0.5
Cc1cc(C(=O)Nc2cccc3c2O[C@@H](CN(C)S(=O)(=O)c2ccccc2)[C@H](C)CN([C@@H](C)CO)C3=O)n(C)n1	-3%	2%	i	-0.3%	1%	4%	-1%	?	-2.9
CSc1ccc(CCNS(=O)(=O)c2csc(C(N)=O)c2)cc1	0%	-8%	i	0.2%	-13%	4%	-1%	-13%	-4.4
CCCCn1nnnc1C(c1ccccc1)N1CCN(c2ccc(F)cc2)CC1 (stereo not given)	nt	nt	i	0.1%	nt	-2%	nt	nt	0.5
Cc1ccc(N2CCN(S(=O)(=O)c3c(C)noc3C)CC2C)cc1 (stereo not given)	1%	-3%	i	0.0%	11%	26%	1%	15%	-1.2
Cc1cccc(C)c1NC(=O)CSc1nc(-c2ccco2)cc(C(F)(F)F)n1	-9%	-45%	i	0.8%	-20%	4%	0%	1%	0.3
CCCCN=C(N)/C(C(=O)OCC)=C(\O)c1ccc(OC)cc1	3%	-18%	i	1.5%	-22%	21%	1%	1%	0.2
O=C(Cn1cc(COc2cccc([N+](=O)[O-])c2)nn1)c1ccc(O)cc1	1%	0%	i	-0.3%	5%	-7%	nt	-6%	1.6
Cc1cccc(/C=N\NC(=O)c2sccc2-n2cccc2)c1	-15%	-29%	i	10%	-1%	19%	-5%	2%	-4.3
CCOc1c(C=C(C#N)C#N)c2ccccc2n1CC	?	-17%	i	0.3%[9.22 µM]	8%	-7%	1%	?	-4.5
CC1CN(C(=O)N2CCC(C(=O)N3CCN(c4ccccc4)CC3)CC2)c2cc(Cl)ccc2O1 (stereo not given)	-2%	-20%	nt	4.2%	9%	?	nt	?	nt
COc1ccc(CNC(=O)c2cnc3sc(N4CCOCC4)nn3c2=O)cc1	14%	2%	nt	-0.3%	-23%	-19%	nt	6%	nt
CCC(=O)NC(Cc1ccccc1)c1nc2ccccc2[nH]1 (stereo not given)	-5%	-36%	i	0.2%	0%	4%	1%	-27%	-0.7
CCCCN(C)CCn1c(=S)[nH]c2cc(OCC)c(OCC)cc2c1=O	4%	-15%	i	-0.5%	5%	-6%	-3%	-2%	-12
CCc1cc([N+](=O)[O-])cc(CC)c1N	-2%	-30%	i	-0.5%	nt	7%	0%	-23%	-2.6
COc1ccc(NC(=O)N(C)C[C@H]2Oc3c(NS(=O)(=O)c4ccc(OC)cc4)cccc3C(=O)N([C@H](C)CO)C[C@@H]2C)cc1	3%	-5%	i	4.2%	-6%	7%	1%	-10%	-0.9
COC(=O)C1=C(C)Nc2sc(C(N)=O)c(N)c2C1c1ccncc1 (stereo not given)	?	23%	i	5.0%	?	-11%	-3%	15%	3.7
O=C(/C=C/c1ccccc1)N(Cc1cccs1)C1CCS(=O)(=O)C1 (stereo not given)	-10%	-3%	i	-0.5%	-8%	-2%	4%	2%	1.0
COc1ccc(C(=O)Nc2ccccc2)cc1S(=O)(=O)NCc1ccco1	5%	-4%	i	25%	-4%	0%	0%	2%	-2.9

Reprinted from the part before: three entries; new compounds follow.
SMILES	A549 viability	HepG2 tox	pAkt inh	Nrf2 ARE act	Nrf2 block	Abeta rescue	MmCpn inh	TGFb SMAD3 inh	CCT chaperon mod
COC(=O)C1=C(C)Nc2sc(C(N)=O)c(N)c2C1c1ccncc1 (stereo not given)	?	23%	i	5.0%	?	-11%	-3%	15%	3.7
O=C(/C=C/c1ccccc1)N(Cc1cccs1)C1CCS(=O)(=O)C1 (stereo not given)	-10%	-3%	i	-0.5%	-8%	-2%	4%	2%	1.0
COc1ccc(C(=O)Nc2ccccc2)cc1S(=O)(=O)NCc1ccco1	5%	-4%	i	25%	-4%	0%	0%	2%	-2.9
O=C(Nc1ccc(Cl)cc1)C(c1ccccc1)N1CCOCC1 (stereo not given)	20%	15%	i	-0.2%	9%	8%	1%	-2%	1.2
COC(=O)C1=C(C)OC(N)=C(C#N)C1c1cccnc1 (stereo not given)	3%	3%	i	1.6%	5%	0%	4%	-2%	2.4
Cc1cc(=O)oc2c1c(C)nn2-c1ccc(Cl)cc1	3%	-11%	i	2.4%	18%	-20%	-4%	3%	-4.4
COc1cccc(C(=O)Nc2ccc3c(c2)C(=O)N(CC2CCCO2)C3=O)c1 (stereo not given)	-3%	-18%	i	0.6%	2%	5%	3%	0%	-0.3
Cc1cc(C)n2ncc(C(=O)NC3CCCCC3)c2n1	-1%&-6%	6%	i	?	7%&-9%	-26%	-2%	-15%	-4.1
C=CCOC(=O)Nc1c(C(=O)OC)[nH]c2ccccc12	-1%	6%	i	7.7%	nt	-2%[9.22 µM]	-1%	-3%	0.4
CC(=O)Nc1cccc(NC(=O)CCNC(=O)c2ccccc2)c1	1%	1%	i	-0.1%	-4%	1%	1%	8%	1.2
CCOC(=O)C1(CCCc2ccccc2)CCN(C(=O)CCc2cnn(C)c2)CC1	1%	0%	i	3.6%	-25%	7%	5%	-10%	1.2
CC(=O)N1CCCC1c1nc2ccccc2n1Cc1ccccc1 (stereo not given)	6%	2%	nt	3.4%	0%	-9%	nt	4%	nt
Cc1nn(-c2ccccc2)c(C)c1C(=O)OCc1ccc(C#N)cc1	5%	-10%	i	6.0%	?	-16%	2%	-11%	-1.7
Cc1noc(C)c1NC(=O)N(C)C[C@H]1Oc2ccc(NC(=O)NC(C)C)cc2C(=O)N([C@H](C)CO)C[C@@H]1C	7%	-8%	i	-0.9%	-3%	-25%	1%	1%	0.5
Cc1ccc(CONC(=O)c2ccc(OC(F)F)cc2)cc1	0%	-3%	i	-0.3%	5%	-2%	-2%	-3%	-0.9
O=C(CCNS(=O)(=O)c1ccc(Br)s1)N1CCCCC1	-5%	7%	i	-0.1%	nt	1%[9.22 µM]	0%	-14%	-1.1
CC1CCCN(C(=O)COC(=O)c2ccc(=O)n(Cc3ccccc3)n2)C1 (stereo not given)	1%	5%	i	0.1%	6%	4%	-1%	11%	1.6
CCN(CC)C(=O)CCc1nnc(Cc2cccc(C(F)(F)F)c2)o1	3%	-45%	i	5.4%	?	-16%	-1%	10%	0.5
CCOC(=O)C1CCCN(C(=O)Cc2ccc(Cl)cc2)C1 (stereo not given)	1%	10%	i	-0.8%	3%	0%	-1%	-3%	-3.9
CN1/C(=C\C(=O)c2cncc(Br)c2)C(C)(C)c2ccccc21	-11%	-30%	i	0.8%	23µM*	-47%[inhibitor]	-1%	4%	3.1
Cc1ccc(/C(O)=C2/C(=O)C(=O)N(Cc3cccnc3)C2c2ccccn2)cc1 (stereo not given)	-3%	9%	i	-0.4%	-1%	2%	-5%	15%	-0.3
CC1CCN(C(=O)c2nc[nH]c2C(=O)N2CCc3ccccc3C2)CC1	-6%	4%	i	0.4%	4%	-2%	1%	-3%	0.8
COc1ccc(N2CCN(C(=O)CSc3ncccc3-c3nc4ccccc4[nH]3)CC2)cc1	?	-1%	i	3.5%	nt	1%	-3%	-7%	-3.1

3 compounds from above, limited to Nrf2 ARE act, Nrf2 block and CCT chaperon mod.
SMILES | Nrf2 ARE act | Nrf2 block | CCT chaperon mod
CC(=O)N1CCCC1c1nc2ccccc2n1Cc1ccccc1 (stereo not given) | 3.4% | 0% | nt
COc1ccc(C(=O)Nc2ccccc2)cc1S(=O)(=O)NCc1ccco1 | 25% | -4% | -2.9
CCCCn1nnnc1C(c1ccccc1)N1CCN(c2ccc(F)cc2)CC1 (stereo not given) | 0.1% | nt | 0.5

Going on with the list:
SMILES	A549 viability	HepG2 tox	pAkt inh	Nrf2 ARE act	Nrf2 block	Abeta rescue	MmCpn inh	TGFb SMAD3 inh	CCT chaperon mod
O=C(c1ncc[nH]1)c1cccs1	1%	-38%	i	-0.2%	?	0%	0%	-3%	-0.7
c1ccc(-c2noc(-c3cccnc3)n2)cc1	0%	-45%	i	3.2µM*	?	-4%	nt	-2%	-3.8
CC(=O)Nc1c(-c2ccc3ccccc3c2)nc2ccccn12	1%	-9%	i	17%	?	-6%	2%	-5%	-4.5
O=C(COC(=O)c1ccccn1)Nc1c(Cl)cccc1Cl	-8%	7%	i	0.2%	?	-10%	-1%	0%	-1.0
COc1ccccc1CC1S/C(=N/N=C/c2ccco2)NC1=O (stereo not given)	1%	-6%	i	?	2%	3%	1%	-13%	-2.6
CC(=O)N1CCN(S(=O)(=O)c2cccc(C(=O)N(Cc3ccccc3)c3ccc(C)cc3)c2)CC1	5%	-54%	i	0.4%	5%	8%	0%	-4%	0.1
CCOC(=O)c1c(C)[nH]c(C)c1C(=O)Cn1nnc(-c2ccccc2C)n1	-28%	-12%	i	0.4%	13µM*	6%	-8%	-26%	0.6
O=C(Cc1ccc(-c2ccccc2)cc1)NCCS(=O)(=O)N1CCN(c2ccccc2F)CC1	-5%	5%	nt	0.1%	nt	16%	nt	-2%	nt
CC(C)n1nc(C(=O)Oc2ccc(Cl)cc2)c2ccccc2c1=O	1%	2%	i	2.1%	4%	-12%	-1%	1%	-1.4
COc1nnc(-c2ccc(C)cc2)c2ccccc12	-1%	-17%	i	-0.3%	-1%	-21%	-3%	-1%	-0.2
Cc1nnc(SCC(=O)N2CCN(S(=O)(=O)c3ccc(Cl)cc3)CC2)n(N)c1=O	-9%	-34%	i	0.4%	7%	-7%	-3%	-11%	-6.9
